High-throughput results from PubChem.
IP6K1 inhibitor – inhibitors of human IP6K1 | activity change, % (series mostly up to about 58 µM) | 140,000 tested, 0.81% active | IP6K1 kinase, ADP-Glo luminescence, 2 h; hits give low values | Q92551; in the data active = activity change below about -25%
Target sequence (Q92551 whole entry, looked up): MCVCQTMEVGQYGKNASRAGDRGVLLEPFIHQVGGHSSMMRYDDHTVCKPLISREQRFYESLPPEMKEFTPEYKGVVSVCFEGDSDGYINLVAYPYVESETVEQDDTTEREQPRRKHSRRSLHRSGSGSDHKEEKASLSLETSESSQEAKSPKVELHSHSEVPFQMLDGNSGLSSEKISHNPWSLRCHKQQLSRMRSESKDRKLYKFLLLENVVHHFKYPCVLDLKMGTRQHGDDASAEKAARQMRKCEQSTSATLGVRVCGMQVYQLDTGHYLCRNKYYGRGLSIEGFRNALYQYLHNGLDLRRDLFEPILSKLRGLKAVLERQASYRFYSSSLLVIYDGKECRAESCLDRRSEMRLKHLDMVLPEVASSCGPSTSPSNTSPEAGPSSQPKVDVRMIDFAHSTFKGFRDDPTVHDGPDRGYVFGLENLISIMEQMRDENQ
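ADP-Glo luminescence measures ADP made by human IP6K1 during a 2 h RT reaction with ATP/IP6 (mix at 1.3 mM/130 uM); top library doses 57.5 and 19.1 uM final.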
HEK293 viab – reduces viability of HEK-293 SNCA reporter cells; HEK-293-SNCA-luc viability, GF-AFC fluorescence, 24 h; 150,000 tested, 0.12% active; Potency, µM (top dose mostly 57.1 µM), for the others: at the top dose activity change, negative = cytotoxicity, hits mostly cytotoxic;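 also: potency is read from the fitted curve at half-maximal effect; 0% = DMSO-treated cells and -100% = medium-only wells without cells; nearly all actives have a fitted effect of over 30% in size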
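Cytotoxicity counterscreen: after 24 h compound treatment of genome-edited SNCA-luciferase HEK-293 cells, live-cell protease substrate GF-AFC read by fluorescence after 30 min; activity scaled between DMSO (0%) and medium-only (-100%), curves Hill-fitted.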
FLuc inh – blocks purified firefly luciferase enzyme activity | P08659 | purified P. pyralis luciferase, luminescence, biochemical | Potency, µM (titrated, usually from 115 µM), for inactives: at the highest dose activity change, negative = inhibition, usual class: inhibitors | 76,000 tested, 2.5% active | AID 1347043; also: potency is read from the fitted curve at half-maximal effect; nearly all actives have a fitted effect of over 65% in size
Target sequence (P08659 whole entry, looked up): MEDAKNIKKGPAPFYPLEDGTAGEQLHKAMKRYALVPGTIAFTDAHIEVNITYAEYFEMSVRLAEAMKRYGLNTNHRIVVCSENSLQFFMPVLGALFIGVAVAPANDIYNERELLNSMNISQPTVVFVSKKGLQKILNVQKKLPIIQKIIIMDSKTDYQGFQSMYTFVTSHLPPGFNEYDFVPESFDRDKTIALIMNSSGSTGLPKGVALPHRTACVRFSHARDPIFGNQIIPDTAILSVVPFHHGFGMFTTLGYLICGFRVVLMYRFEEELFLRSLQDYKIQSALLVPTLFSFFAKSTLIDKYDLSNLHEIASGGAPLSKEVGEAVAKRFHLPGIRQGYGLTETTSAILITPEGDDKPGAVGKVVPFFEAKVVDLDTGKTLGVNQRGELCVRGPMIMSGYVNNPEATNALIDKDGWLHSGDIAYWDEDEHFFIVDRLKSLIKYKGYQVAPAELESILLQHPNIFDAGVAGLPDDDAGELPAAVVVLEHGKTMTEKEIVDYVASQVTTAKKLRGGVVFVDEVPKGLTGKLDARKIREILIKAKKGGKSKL
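Luminescence read by CCD imaging after purified firefly luciferase (10nM final) was added to substrate buffer holding 10uM D-luciferin and 10uM ATP, pH 7.5, pre-dosed with compound.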
GPT2 inh – GPT2 alanine aminotransferase inhibition; 100,000 tested, 0.25% active; Potency, µM (top dose mostly 57.7 µM), without a hit: at the highest dose activity change, negative = inhibition, hits mostly inhibitors; Recombinant GPT2, coupled pyruvate oxidase/HRP Amplex Red fluorescence; AID 1671188; Q8TD30; also: potency is read from the fitted curve at half-maximal effect; nearly all actives have a fitted effect of over 60% in size; many of its hits are not listed in these tables
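Recombinant GPT2 (10ng/uL) with 250uM a-KG and 2mM L-alanine, 30 min at room temperature, in HEPES pH 7.5 buffer. Pyruvate detected by pyruvate oxidase/HRP/Amplex Red fluorescence after 30 min in the dark; AOA (50uM) as positive control.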
3T3 cytotox – cytotoxic compounds in NIH 3T3 cells. NIH 3T3 viability, CellTiter-Glo ATP luminescence, 48-72 h. Potency, µM (highest dose often 96.7 µM), for the others: at the top dose activity change, negative = cytotoxicity, usual class: inhibitors. 94,000 tested, 4.3% active. AID 1345082; also: potency is read from the fitted curve at half-maximal effect; nearly all actives have a fitted effect of over 55% in size
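Cytotoxicity is measured as loss of cellular ATP: NIH 3T3 cells (400/well) are exposed to compound for 48 or 72 hr at 37 °C, then CellTiter-Glo luminescence is imaged after 10 min at room temperature.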
SNCA expr inhib – reduces expression of the alpha-synuclein gene | AID 1671194 | Potency, µM (top dose mostly 57.2 µM), inactives show top-dose activity change, negative = inhibition, actives largely listed as inhibitors | HEK-293 SNCA-luciferase knock-in, luminescence, 24 h | 140,000 tested, 0.17% active;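 also: potency is read from the fitted curve at half-maximal effect; plate controls were DMSO cells for no effect and cell-free wells for full effect; nearly all actives have a fitted effect of over 45% in size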
HEK cytotox – kills HEK 293 cells; HEK 293 viability, ATP luminescence (CellTiter-Glo), 48-72 h; Potency, µM (titrated, usually from 115 µM), inactives show top-dose activity change, negative = cytotoxicity, usual class: inhibitors; 94,000 tested, 6.6% active; also: potency is read from the fitted curve at half-maximal effect; nearly all actives have a fitted effect of over 60% in size
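Viability of HEK 293 cells, plated at 250 cells/well, was judged by cellular ATP after compound treatment for 48 or 72 hr. Luminescence was imaged 10 min after CellTiter-Glo addition at room temperature.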
* marks the source's active call; other numbers are inactive results; i = inactive; ? = inconclusive; . = no result given; [ ] = dose if it differs, or a comment. Unless noted, calls follow the shape of the dose curve; as a rule, active = well fitted curve in the direction sought with a large enough effect; inconclusive = small, poorly fitted or top-dose-only effect, or another doubt; inactive = no such curve, though single readings can be large; an effect the other way counts as inactive or inconclusive. Unless noted, % is scaled to controls: 0 for no effect and ±100 for the full control effect.

mol,IP6K1 inhibitor,HEK293 viab,FLuc inh,GPT2 inh,3T3 cytotox,SNCA expr inhib,HEK cytotox
NC(=O)c1cccnc1N1CCOC(CC(c2ccccc2)c2ccccc2)C1 (configuration not stated),1,-6%,-17%,?,?,-27%,?
NCC(=O)N1CCC2(CC1)CN(C(=O)Cc1cccc(Cl)c1)CCO2,-11,-2%,.,2%,3%,-15%,i
CCCn1cc(-c2ccncc2)cc1C(=O)NCc1ccc(OC)cc1,-1,-5%,?,-3%,?,14%,?
O=C(Nc1ccccc1)N1CCC2(CC1)CC(N(C(=O)c1ccccc1)C1CC1)CCO2 (configuration not stated),-5,-9%,-5%,4%,-15%,-22%,?
Cc1cnc2c(C(=O)N3CCCn4nc(C(C)O)cc4C3)cnn2c1 (configuration not stated),2,3%,9%,-3%,-2%,-14%,0%
Cc1cnc(-c2ccccc2)n1CC1CCN(C(=O)C(C)c2ccccc2)CC1 (configuration not stated),-6,?,-6%,-6%,-28%,-19%,?
Cc1ccc(C2CC(=O)N(Cc3ccccc3F)c3c2c(C)nn3-c2nc(C)cc(C)n2)cc1 (configuration not stated),-3,-27%,.,.,.,-14%,.
CN1c2cc(C(=O)N3CCc4ccccc4C3)ccc2C(=O)N2CCCCC21 (configuration not stated),-12,7%[12.5 µM],-3%,?,-15%,-26%,?
CC(C)c1noc([C@H]2C[C@@H]3C(=O)NCCCCCCN(C(=O)Cc4cccnc4)[C@@H]3C2)n1,4,?,-16%,?,?,6%,?
Cc1nc(N)nc(C)c1CC(=O)N1CC2(CCNCC2)CC1C(=O)O (configuration not stated),3,6%,2%,3%,-12%,-8%,-10%
COCC(=O)NC[C@H]1O[C@@H](CO)[C@@H](O)[C@H]1N1CCN(c2cccc(C(F)(F)F)c2)CC1,9,-1%,3%,3%,1%,6%,-4%
COc1cccc(-n2c(SCC(=O)Nc3ccc(F)cc3F)nc3c([nH]c4ccccc43)c2=O)c1,3,-15%,.,.,.,12%,.
CSc1ccc(/C=C2/C(C)=C(CC(=O)O)c3cc(F)ccc32)cc1,11,12%[23.9 µM],.,i,.,-40%[25.6 µM],.
COC(=O)c1cc2n(n1)CCCN(C(=O)CCn1cnnn1)C2,7,3%,9%,i,4%,-28%,0%
CC(C)NC(=O)NC1CCN(C(=O)c2ccc(-c3ncccc3C#N)cc2)CC1,24,11%[12.5 µM],.,i,-28%,23%,-18%
Cc1cc(C)cc(NC(=O)Cn2nnc(C(=O)NCCc3ccccc3)c2N)c1,23,-7%,.,.,.,21%,.
COc1ccc(CNC(=O)CCc2c(C)nc3cc(-c4ccc(OC)cc4OC)nn3c2C)cc1,27,-1%,.,.,.,-7%,.
Cc1cc(Cl)ccc1NC(=O)CN1C(=O)COc2ccc(S(=O)(=O)N3CCC(C)CC3)cc21,-12,?,.,.,.,-8%,.
COc1ccc2[nH]c3c(c2c1)CCN(C)C31CCN(C(=O)c2cccc(C)c2)CC1,-7,0%[12.5 µM],4%,0%,-4%,?,-26%
O=C(CCC1N=C2c3ccccc3N=C(SCC(=O)Nc3ccccc3F)N2C1=O)NCc1ccco1 (configuration not stated),-1,-1%,.,.,.,6%,.
CCn1c(CO)nnc1C1CC(NC(=O)CCc2c(C)nn(C)c2C)C1 (configuration not stated),8,11%,-2%,-24%,1%,51%[activator],-13%
CC(C)CN1C(=O)c2cccn2CC1C(=O)O (configuration not stated),7,-2%,-14%,-12%,1%,?,-2%
CCc1ccc(NC(=O)Nc2cccc(-c3nnc4n3CCCC4)c2)cc1,20,1%,?,i,i,112%[activator],-2%
Cc1cc(C)c(NC(=O)Cn2c(=O)n(CCCCC(=O)NCc3ccccc3Cl)c(=O)c3ccccc32)c(C)c1,9,-11%,.,.,.,-26%,.
CN1CC(=O)N(c2ccccc2F)Cc2c(NCc3cccs3)ncnc21,-7,15%,-6%,i,?,17%,?
CCc1cc(=O)n(CC(=O)Nc2ccccc2F)c(-c2cccc(F)c2)n1,4,-2%,3%,i,-11%,-13%,?
CC(C)Oc1ccc(CNC(=O)c2ccc(CN3CC(=O)N4CCCCC4C3=O)cc2)cc1 (configuration not stated),-3,13%,.,.,.,3%,.
Cc1noc(-c2ccccc2Cl)c1C(=O)NCCOc1ccccc1,-14,-1%,6%,i,?,2%,?
CCN1CCCC(CN2CCC(Oc3ccccc3OC)(C(=O)O)CC2)C1 (configuration not stated),0,-12%,15%,-20%,1%,-3%,-21%
Cc1ccc([S+](=O)([O-])N2CCC3(CC2)Cc2ccccc2NC3=O)cc1,-1,3%,-2%,-19%,-18%,-13%,-6%
CC1=C(C(=O)NCCc2ccc(Cl)cc2)C2(CCCCC2)OC1=O,-4,-1%,.,.,.,-22%,.
CC(C)C(=O)N1Cc2ccccc2CC2(CCCN(CC3CCOCC3)C2)C1 (configuration not stated),0,-2%[87.6 µM],.,-5%[88.5 µM],?,7%[87.6 µM],?

By substructure, those above containing an NH in an aromatic ring
mol,IP6K1 inhibitor,HEK293 viab,FLuc inh,GPT2 inh,3T3 cytotox,SNCA expr inhib,HEK cytotox
COc1cccc(-n2c(SCC(=O)Nc3ccc(F)cc3F)nc3c([nH]c4ccccc43)c2=O)c1,3,-15%,.,.,.,12%,.
COc1ccc2[nH]c3c(c2c1)CCN(C)C31CCN(C(=O)c2cccc(C)c2)CC1,-7,0%[12.5 µM],4%,0%,-4%,?,-26%

(next part)
mol,IP6K1 inhibitor,HEK293 viab,FLuc inh,GPT2 inh,3T3 cytotox,SNCA expr inhib,HEK cytotox
COCCc1noc([C@@H]2CN(Cc3cccc(F)c3)C[C@H]2CO)n1,13,0%,3%,-1%,-7%,6%,2%
Cn1cccc1CN1CCC2(Cc3ccccc3NC2=O)C1 (configuration not stated),-6,-15%[87.6 µM],-3%[172 µM],4%[88.5 µM],-19%[138 µM],33%[activator][87.6 µM],?
COc1ccc(N2C(=O)CS(=O)(=O)C23C(=O)N(Cc2cccc(F)c2)c2ccccc23)cc1OC (configuration not stated),20,-1%,.,.,.,4%,.
O=C1CCCN1CC1CCN(C(=O)c2ccc(N3CC[C@@H](O)C3)nc2)CC1,-18,1%,-5%,3%,2%,14%,-6%
CN(C)CCNC(=O)c1cc(-c2ccccc2F)cc2c1OCCN2Cc1cccnc1,-20,?,13%[172 µM],-5%[88.5 µM],40µM*,?,63µM*
O=C(NC[C@H]1OC[C@@H](NC2CCC2)[C@@H]1O)C1CC1,13,0%[87.6 µM],2%[230 µM],-4%[88.5 µM],3%[174 µM],-3%[87.6 µM],i
Cc1cc(C(=O)N2CCC(F)(c3nc(-c4ccncc4)no3)CC2)n(C)n1,-14,-7%,7%,i,-26%,6%,?
CCOC(=O)c1c(C)[nH]c(C)c1S(=O)(=O)NCC(=O)Nc1cccc(SC)c1,-7,3%,.,.,.,11%,.
CS(=O)(=O)N1CCC2(CC1)C(=O)NCN2C(=O)Cc1cccc(Cl)c1,5,-1%,.,-3%,-12%,-5%,-5%
Cc1ccc2c(c1)C(=O)C(=O)N2Cc1ccc(OC(C)C)cc1,-38*,?,.,.,.,?,.
O=C(Nc1cccc(Cl)c1)c1cnc2c(c1)N([S+](=O)([O-])c1cccnc1)CCC2,13,-17%[87.6 µM],-6%[172 µM],?,?,6%[87.6 µM],100µM*
Nc1nccc(N2CCCC(Cc3ccccc3F)(C(=O)O)C2)n1 (configuration not stated),5,-1%,2%,-17%[11.5 µM],i,-9%,3%
CN1C(=O)C2(CCN(Cc3ccnn3C)C2)c2ccccc21 (configuration not stated),7,2%[87.6 µM],4%[172 µM],i,-21%[138 µM],8%[87.6 µM],-15%[172 µM]
CCC1CCCCN1CCCNC(=O)c1cc2c(=O)n(CC)c3ccccc3c2s1 (configuration not stated),9,3%,.,.,.,26%,.
Cc1nc(-c2c3n(c(=O)n(Cc4cccc(C(F)(F)F)c4)c2=O)CCCCC3)no1,19,6%,2%,-13%,-28%,-4%,-13%
CCN1c2cc(C(=O)Nc3ccccc3F)ccc2C(=O)N2CCCC21 (configuration not stated),9,16%[12.5 µM],?,i,-24%,82%[activator],?
CCOc1ccc2c(n1)CCN(C(=O)C(C)C)C2,2,-7%[12.5 µM],-2%,i,-7%,-13%,-20%
COc1cccc(CNC(=O)C2CCN(Cc3ccccc3-c3cccnc3)CC2)c1,8,-1%,.,-28%,?,-2%,?
C#CCNC(=O)c1nc(-c2ccc(F)cc2)c2ccccn12,30,-22%[87.6 µM],-10%[172 µM],-25%[88.5 µM],?,36%[activator][87.6 µM],?
CN(C)c1ccc(-c2nnnn2[C@H]2CO[C@H]3[C@@H]2OC[C@H]3OC(=O)Nc2cccc(C#N)c2)cc1,25,-1%,9%,1%,?,4%,?
CN(C)C(=O)N1CCN(c2cccc(C=O)c2)C(=O)C1,11,-10%[87.6 µM],.,-3%[88.5 µM],4%[138 µM],3%[87.6 µM],0%[172 µM]
CCOc1ccc(NC(=O)Cn2c(=O)n(CCCCC(=O)NCc3ccc4c(c3)OCO4)c(=O)c3ccccc32)cc1,1,?,.,.,.,?,.
O=C(NCc1ccccc1)NCC1CCOCC1,19,4%,-12%,i,-1%,28%,-3%
Cc1ccc(C(=O)NC[C@H]2O[C@@H](CC(=O)N3CCN(c4ccc(F)cc4)CC3)[C@H](O)[C@@H]2O)cc1,4,-5%,0%,2%,-14%,4%,2%
COc1ccc2c(c1)CCN=C2C[C@H]1CN(C(=O)NC2CCCCC2)CC[C@H]1CC(=O)O,9,1%,0%,-18%,-9%,-13%,0%
CC(=O)C1=C(c2ccccc2)N(C(C)=O)n2c(nnc2C2CCCCC2)S1,-11,-29%,.,.,.,?,.
CC1CCC2(CC1)NC(=O)N(CC(=O)Nc1ccccc1Cl)C2=O (configuration not stated),10,-12%,-7%,2%,?,-12%,?
